Tb MetRS inh: T. brucei MetRS inhibitors, primary screen, biochemical, luminescence; inhibition, % at 11.9 µM; purified T. brucei MetRS, ATP depletion, Kinase-Glo luminescence; actives 0.4% (n = 360,000); methionyl-tRNA synthetase (Trypanosoma brucei brucei);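 active means inhibition above a per-plate cutoff of the control wells' mean inhibition plus 3 SD, cut at about 5.5% in these data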;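 further: 0% = DMSO wells median and 100% = median of wells with control inhibitor compound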
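Material: T. brucei methionyl-tRNA synthetase, purified; reagent: substrates ATP, L-methionine and bulk Escherichia coli tRNA; dosing: 11.9 µM single point; timing: 15 min plus 2 h at 25 °C; detection: luminescence of leftover ATP; evaluation: % inhibition; control set: DMSO-only wells as low control; replicates: singlicate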
SUMO1 PPI mod: modulators of SUMO1 protein-protein interactions, primary screen, biochemical, uHTS. Small ubiquitin-related modifier 1 (Homo sapiens), P63165. SUMO1 binding to a labelled peptide, TR-FRET, 1 h. inhibition, % at 20 µM. actives 0.33% (n = 360,000); in the data active means inhibition above about 37%
Scp-1 inhibitor: Scp-1 phosphatase inhibitors, primary screen, biochemical, colorimetric, uHTS; Carboxy-terminal domain RNA polymerase II polypeptide A small phosphatase 1 (Homo …; Recombinant Scp1, phosphopeptide, malachite green phosphate absorbance; inhibition, % at 20 µM; actives 0.88% (n = 340,000); AID 493091, 2011;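 active means inhibition above about 50% at 20 µM, limit read from the data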;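 further: plate controls were DMSO wells with enzyme for no effect and wells lacking enzyme for full effect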
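Test system: SCP-1 phosphatase catalytic domain, residues 76-261 | Compound dosing: One concentration, 20 µM, with 1.0% DMSO | Schedule: 45 min room-temperature reaction, 5 min colour, 30 min stabiliser | Detection: Absorbance at 630 nm | Read-out basis: % inhibition of SCP-1 phosphate liberation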
LMPTP block: LMPTP phosphatase inhibitors, primary screen, biochemical, fluorescence intensity, uHTS; Low molecular weight phosphotyrosine protein phosphatase (Homo sapiens), P24666; AID 651560, 2012; inhibition, % at 20 µM; actives 0.22% (n = 360,000); recombinant LMPTP-A, OMFP fluorogenic substrate;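 active means compounds that cut the enzyme signal by at least half of the control window in the single-dose screen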;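 further: plate controls were DMSO wells with enzyme plus substrate for no effect and substrate without enzyme for full effect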
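Assay system: LMPTP-A, protein tyrosine phosphatase of low molecular weight / Medium: pH 6.0 Bis-Tris buffer with DTT and Triton X-100 / Schedule: 50 min enzyme reaction at room temperature, protected from light / Measured by: endpoint fluorescence intensity from OMFP dephosphorylation / Read-out basis: % inhibition relative to no-enzyme and uninhibited control wells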
CendR NRP1 mod: modulators of CendR peptide binding to NRP-1, primary screen, biochemical, fluorescence polarization, uHTS; Neuropilin-1 (Homo sapiens), O14786; FAM-RPARPAR peptide binding to NRP-1; inhibition, % at 25 µM; actives 0.85% (n = 360,000);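 active means inhibition or corrected inhibition above about 18%, plus a signal ratio from 0.5 to 1.5, limit read from the data, passing the limit was not always enough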; further: strong numbers were not always called active
STEP block: STEP phosphatase inhibitors, primary screen, biochemical, fluorescence intensity, uHTS. Tyrosine-protein phosphatase non-receptor type 5 (Homo sapiens), P54829. recombinant STEP, OMFP fluorogenic substrate. inhibition, % at 20 µM. actives 0.25% (n = 360,000);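 active means inhibition at 20 µM, scaled per plate between control wells, above about 37%, limit read from the data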;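 further: 0% = DMSO with enzyme and substrate and 100% = substrate only without enzyme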
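Assay system: isolated STEP enzyme / Timing: 20 min at room temperature, dark / Doses: 20 µM, 1% DMSO / Technique: fluorescence intensity, excitation 480 nm, emission 540 nm / Reagent: fluorogenic phosphatase substrate OMFP at 25 µM final / Measure: percent inhibition scaled to no-enzyme and uninhibited-enzyme controls, plate-pattern corrected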
Neddyl block: inhibitors of cullin neddylation, primary screen, biochemical, TR-FRET, uHTS, NAE and Ubc12; actives 0.58% (n = 360,000); calls only at 25 µM; AID 651699, 2012; in the data active means inhibition above about 36%
NadD inh: inhibitors of S. aureus NadD, primary screen, biochemical, colorimetric, uHTS. Nicotinate-nucleotide adenylyltransferase NadD (Staphylococcus aureus N315). purified NadD enzyme, colorimetric absorbance read-out. actives 0.78% (n = 360,000). AID 602399, 2012. inhibition, % at 20 µM; in the data active means inhibition above about 26%; further: some compounds past the cut are filed as inactive
SKN-1 inh: suppressors of acrylamide-induced Pgst-4::GFP reporter in worms, primary screen, SKN-1 inhibitor project, whole organism, uHTS, GFP/RFP fluorescence ratio, strain VP596; C. elegans VP596 Pgst-4::GFP/RFP ratio, 24 h; inhibition, % at 21.8 µM; actives 0.49% (n = 360,000);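 active means interference check ratio from 0.5 to 1.5 plus GFP to RFP signal ratio inhibition reaching or exceeding a fixed threshold, cut at about 30% in these data, passing the limit was not always enough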; further: some compounds called inactive have numbers as strong as hits
DNMT1 inh: human DNMT1 methyltransferase inhibitors, primary screen, biochemical, molecular beacon, fluorescence, HinP1I cleavage, uHTS; DNA (cytosine-5)-methyltransferase 1 (Homo sapiens), P26358; inhibition (reported as % activation of signal), % at 10 µM; actives 0.83% (n = 360,000); in the data active means inhibition above about 50%
Target sequence (P26358 504-1616 limits assumed): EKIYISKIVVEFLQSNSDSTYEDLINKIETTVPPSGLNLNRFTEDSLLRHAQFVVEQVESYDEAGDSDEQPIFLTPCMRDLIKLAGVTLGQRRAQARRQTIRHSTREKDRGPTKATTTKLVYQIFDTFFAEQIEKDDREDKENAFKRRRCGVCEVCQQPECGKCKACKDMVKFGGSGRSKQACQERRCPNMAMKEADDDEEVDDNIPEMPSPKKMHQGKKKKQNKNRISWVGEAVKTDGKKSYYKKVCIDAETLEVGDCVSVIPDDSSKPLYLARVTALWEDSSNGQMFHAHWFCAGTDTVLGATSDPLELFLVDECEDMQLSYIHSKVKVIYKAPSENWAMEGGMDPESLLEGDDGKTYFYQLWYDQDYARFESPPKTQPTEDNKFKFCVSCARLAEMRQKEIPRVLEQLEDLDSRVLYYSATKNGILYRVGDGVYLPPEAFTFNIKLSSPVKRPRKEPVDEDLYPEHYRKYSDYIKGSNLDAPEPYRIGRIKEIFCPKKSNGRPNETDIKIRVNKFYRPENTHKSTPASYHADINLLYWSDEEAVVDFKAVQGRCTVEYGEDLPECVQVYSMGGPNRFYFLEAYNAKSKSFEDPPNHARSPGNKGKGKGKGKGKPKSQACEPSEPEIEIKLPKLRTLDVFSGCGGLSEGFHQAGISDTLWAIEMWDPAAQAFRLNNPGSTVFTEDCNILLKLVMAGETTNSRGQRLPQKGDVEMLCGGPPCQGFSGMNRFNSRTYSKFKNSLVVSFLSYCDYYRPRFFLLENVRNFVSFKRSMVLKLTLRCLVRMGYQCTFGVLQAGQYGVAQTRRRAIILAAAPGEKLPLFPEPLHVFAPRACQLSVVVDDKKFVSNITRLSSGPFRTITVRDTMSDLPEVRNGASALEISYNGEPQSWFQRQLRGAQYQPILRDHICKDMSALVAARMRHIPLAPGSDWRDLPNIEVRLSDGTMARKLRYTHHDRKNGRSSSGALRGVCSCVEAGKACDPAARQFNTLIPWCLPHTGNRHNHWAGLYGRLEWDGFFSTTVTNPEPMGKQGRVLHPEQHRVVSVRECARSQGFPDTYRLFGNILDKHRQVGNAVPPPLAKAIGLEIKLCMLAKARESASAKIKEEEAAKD
* = called active by the depositor.

What do the screens show for `CC1(C)CC(Cc2cccc(C(F)(F)F)c2)N(C(=O)OC(C)(C)C)C1` (centres undefined)?
Tb MetRS inh: -0.7; SUMO1 PPI mod: 6.6; LMPTP block: -0.1; CendR NRP1 mod: 8.9; STEP block: 1.0; Neddyl block: inactive; NadD inh: 6.5; SKN-1 inh: 24.2; DNMT1 inh: -2.1

What do the screens show for `Cc1c(Cl)cccc1NC(=O)COC(=O)c1ccc(CN2CCCC2=O)cc1`?
Tb MetRS inh: -0.2; SUMO1 PPI mod: 1.6; Scp-1 inhibitor: -4.8; LMPTP block: 0.9; CendR NRP1 mod: 14.4; STEP block: -0.4; Neddyl block: inactive; NadD inh: 6.3; SKN-1 inh: 9.8; DNMT1 inh: 0.8

Results for Cc1ccc(C(=O)NC23CC4CC(CC(C4)C2)C3)c(Cl)c1 ?
Tb MetRS inh: 0.1; SUMO1 PPI mod: 2.9; Scp-1 inhibitor: -4.7; LMPTP block: 0.3; CendR NRP1 mod: -1.3; STEP block: 1.7; Neddyl block: inactive; NadD inh: -4.5; SKN-1 inh: -8.4; DNMT1 inh: 0.8

Results for Cc1cc(C)c(C)c(Oc2ncnc(N)c2[N+](=O)[O-])c1 ?
Tb MetRS inh: -1.2; SUMO1 PPI mod: -15.9; Scp-1 inhibitor: -2.7; LMPTP block: -0.9; CendR NRP1 mod: 2.6; STEP block: -2.0; Neddyl block: inactive; NadD inh: 0.8; SKN-1 inh: 8.8; DNMT1 inh: 2.2

Results for O=C(COc1ccc2ccccc2c1)N1CCN(c2ccccc2O)CC1 ?
Tb MetRS inh: -0.8; SUMO1 PPI mod: -0.3; Scp-1 inhibitor: -3.3; LMPTP block: 1.0; CendR NRP1 mod: 1.2; STEP block: 0.0; Neddyl block: inactive; NadD inh: 7.9; SKN-1 inh: -15.3; DNMT1 inh: -15.3

What do the screens show for `CCCNC(=O)C1(C)CCN(Cc2cc(C(F)(F)F)ccc2Cl)C1` (centres undefined)?
Tb MetRS inh: -0.2; SUMO1 PPI mod: -1.1; LMPTP block: 0.6; CendR NRP1 mod: 21.9*; STEP block: -1.8; Neddyl block: inactive; NadD inh: -1.6; SKN-1 inh: -3.0; DNMT1 inh: -0.9

Results for COc1ccc(/C=C(\NC(=O)c2ccc(C)cc2)C(=O)NCCCN2CCOCC2)cc1OC ?
Tb MetRS inh: 0.1; SUMO1 PPI mod: -0.9; Scp-1 inhibitor: -10.3; LMPTP block: -4.8; CendR NRP1 mod: 5.2; STEP block: 0.1; Neddyl block: inactive; NadD inh: -5.9; SKN-1 inh: -9.9; DNMT1 inh: 4.9

What do the screens show for `CCN(CC)CCN(C(=O)C1=COCCO1)c1nc2cc(C)cc(C)c2s1`?
Tb MetRS inh: -0.1; SUMO1 PPI mod: -2.5; Scp-1 inhibitor: -0.1; LMPTP block: -2.0; CendR NRP1 mod: 17.9; STEP block: -0.3; Neddyl block: inactive; NadD inh: 2.3; SKN-1 inh: -4.1; DNMT1 inh: -0.1

What do the screens show for `COc1ccc(Nc2nc(-c3cccs3)nc3ccccc23)cc1`?
Tb MetRS inh: -0.5; SUMO1 PPI mod: 2.0; Scp-1 inhibitor: 9.2; LMPTP block: 14.2; CendR NRP1 mod: 3.8; STEP block: -2.8; NadD inh: 7.1; SKN-1 inh: 12.6; DNMT1 inh: -15.4

What do the screens show for `CC(=O)N1CCN(CC(=O)Nc2cc(S(=O)(=O)N3CCOCC3)ccc2C)CC1`?
Tb MetRS inh: -1.6; SUMO1 PPI mod: 2.0; Scp-1 inhibitor: 4.1; LMPTP block: -1.3; CendR NRP1 mod: 1.3; STEP block: -2.9; Neddyl block: inactive; NadD inh: -2.0; SKN-1 inh: -1.3; DNMT1 inh: 3.1

Next section; it opens with the two that closed the last part.
What do the screens show for `COc1ccc(Nc2nc(-c3cccs3)nc3ccccc23)cc1`?
Tb MetRS inh: -0.5; SUMO1 PPI mod: 2.0; Scp-1 inhibitor: 9.2; LMPTP block: 14.2; CendR NRP1 mod: 3.8; STEP block: -2.8; NadD inh: 7.1; SKN-1 inh: 12.6; DNMT1 inh: -15.4

What do the screens show for `CC(=O)N1CCN(CC(=O)Nc2cc(S(=O)(=O)N3CCOCC3)ccc2C)CC1`?
Tb MetRS inh: -1.6; SUMO1 PPI mod: 2.0; Scp-1 inhibitor: 4.1; LMPTP block: -1.3; CendR NRP1 mod: 1.3; STEP block: -2.9; Neddyl block: inactive; NadD inh: -2.0; SKN-1 inh: -1.3; DNMT1 inh: 3.1

Results for COc1ccc(CN2C(=O)C(C)Oc3ccccc32)cc1 (centres undefined) ?
Tb MetRS inh: -0.3; SUMO1 PPI mod: 3.4; Scp-1 inhibitor: -0.6; LMPTP block: 1.2; CendR NRP1 mod: 9.5; STEP block: 3.3; Neddyl block: inactive; NadD inh: -4.2; SKN-1 inh: 25.2; DNMT1 inh: -4.0

How did C=CCC(NC(=O)N(C)C)(C(C)=O)C(=O)OC (centres undefined) do in these assays?
Tb MetRS inh: -0.1; SUMO1 PPI mod: -0.8; LMPTP block: -0.6; CendR NRP1 mod: -23.4; Neddyl block: inactive; SKN-1 inh: 8.7

Results for CCN(CC)C(=O)[C@H]1CC(CC(=O)NCc2ccc(OC)c(OC)c2)C(=O)N2CCc3c([nH]c4ccc(OC)cc34)[C@]12C (some centres undefined) ?
Tb MetRS inh: -1.5; SUMO1 PPI mod: 0.8; Scp-1 inhibitor: 3.9; LMPTP block: -1.8; CendR NRP1 mod: 7.2; STEP block: -0.5; Neddyl block: inactive; NadD inh: -5.4; SKN-1 inh: 9.3; DNMT1 inh: 4.2

Results for O=c1c2ccccc2c(C=NCCCN2CCOCC2)c(O)n1Cc1ccc2c(c1)OCO2 ?
Tb MetRS inh: -0.3; SUMO1 PPI mod: -20.3; Scp-1 inhibitor: -4.2; LMPTP block: -0.8; CendR NRP1 mod: -1.0; STEP block: 6.7; Neddyl block: inactive; NadD inh: -10.8; SKN-1 inh: -16.7; DNMT1 inh: -2.6

What do the screens show for `COc1ccc([N+](=O)[O-])cc1NC(=O)C1(c2ccccc2)CCOCC1`?
Tb MetRS inh: -0.1; SUMO1 PPI mod: -11.8; Scp-1 inhibitor: -9.1; LMPTP block: -0.5; CendR NRP1 mod: -4.6; STEP block: 14.6; Neddyl block: inactive; NadD inh: -5.9; SKN-1 inh: 13.6; DNMT1 inh: -2.5

What do the screens show for `Cc1ccc2[nH]c(CNC(=O)C3CCCCC3)cc2c1`?
Tb MetRS inh: 0.7; SUMO1 PPI mod: -6.6; Scp-1 inhibitor: -4.5; LMPTP block: 0.7; CendR NRP1 mod: -13.8; STEP block: 0.4; Neddyl block: inactive; NadD inh: 10.2; SKN-1 inh: 4.2; DNMT1 inh: -6.0

Results for CCC(C)NC(=O)c1ccccc1-c1ccccc1C(=O)NC(C)CC (centres undefined) ?
Tb MetRS inh: -0.5; SUMO1 PPI mod: 2.1; Scp-1 inhibitor: -3.7; LMPTP block: -0.9; CendR NRP1 mod: 2.5; STEP block: -1.5; Neddyl block: inactive; NadD inh: 0.4; SKN-1 inh: 1.4; DNMT1 inh: 0.2

Results for COc1ccc(-n2ncc3c(NCC(C)C)ncnc32)cc1 ?
Tb MetRS inh: -1.5; SUMO1 PPI mod: -1.0; Scp-1 inhibitor: 2.9; LMPTP block: 1.2; CendR NRP1 mod: 5.4; STEP block: -0.6; NadD inh: 1.5; SKN-1 inh: 8.0; DNMT1 inh: -0.6

How did CCOC(=O)c1cn(CC)c2cc(N3CCOCC3)c(F)cc2c1=O do in these assays?
Tb MetRS inh: -1.2; SUMO1 PPI mod: -2.0; Scp-1 inhibitor: -2.2; LMPTP block: 0.5; CendR NRP1 mod: 1.1; STEP block: 2.4; NadD inh: -3.4; SKN-1 inh: 39.9*; DNMT1 inh: 1.6

What do the screens show for `O=C(NCCCNC(=O)c1cnccn1)c1ccc(Cl)cc1`?
Tb MetRS inh: -0.1; SUMO1 PPI mod: 5.7; Scp-1 inhibitor: -5.8; LMPTP block: -1.7; CendR NRP1 mod: -8.0; STEP block: -0.9; Neddyl block: inactive; NadD inh: 2.1; SKN-1 inh: 2.9; DNMT1 inh: 0.3

Results for CC(=O)O[C@]1(C(C)=O)CC[C@H]2[C@@H]3C=C(C)C4=CC(=O)CC[C@]4(C)[C@H]3CC[C@@]21C ?
Tb MetRS inh: -1.0; SUMO1 PPI mod: -0.6; Scp-1 inhibitor: -14.5; LMPTP block: 0.7; CendR NRP1 mod: -3.5; STEP block: -1.4; Neddyl block: inactive; NadD inh: 2.4; SKN-1 inh: 10.0; DNMT1 inh: -2.9

Results for CCOC(=O)C1=C(Nc2ccc(C)cc2)CC(C)(O)C(C(=O)OCC)C1c1ccccc1 (centres undefined) ?
Tb MetRS inh: 1.0; SUMO1 PPI mod: 1.8; Scp-1 inhibitor: 1.4; LMPTP block: 3.4; CendR NRP1 mod: 2.1; STEP block: 1.0; Neddyl block: inactive; NadD inh: -4.9; SKN-1 inh: 27.1; DNMT1 inh: -1.1

What do the screens show for `COc1ccccc1N1CCN(C(=O)c2ccc(N(C)S(=O)(=O)c3ccccc3)cc2)CC1`?
Tb MetRS inh: 0.1; SUMO1 PPI mod: 0.3; Scp-1 inhibitor: 3.5; LMPTP block: 0.3; CendR NRP1 mod: -2.1; STEP block: -0.6; Neddyl block: inactive; NadD inh: -6.2; SKN-1 inh: 5.3; DNMT1 inh: -1.2

What do the screens show for `COc1cc(/C=C/C(=O)O)cc(OC)c1`?
Tb MetRS inh: 0.4; SUMO1 PPI mod: 3.4; Scp-1 inhibitor: 2.7; LMPTP block: -1.3; CendR NRP1 mod: 10.4; STEP block: 2.7; Neddyl block: inactive; NadD inh: -6.7; SKN-1 inh: 14.1; DNMT1 inh: 2.7
